EBV LMP1 NFkB: EBV LMP1-driven NF-kappaB luciferase reporter inhibitors, primary screen, cell-based, luminescence, single point; LMP1-induced NF-kappaB luciferase reporter cells; 350,000 compounds, 0.69% hits; inhibition, % at 12.5 µM; AID 504558, 2011; in the data active = inhibition above about 41%;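 also: 0% = neutral control wells and 100% = reference inhibitor control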
NOD2-RIPK2 inh: NOD2-RIPK2 binding disruptors in cells, primary screen, fluorescence, CHO cells, BLA complementation. inhibition, % at 4.98 µM. Receptor-interacting serine/threonine-protein kinase 2 (Homo sapiens), O43353. CCF4 ratio. 360,000 compounds, 0.38% hits. AID 624267, 2012; in the data active = inhibition above about 21%;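 also: 0% = vehicle only and 100% = reference blocker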
SRC2 inh: inhibition of GAL4-SRC2 driven luciferase reporter, primary screen, SRC2 inhibitor project, cell-based, luminescence; inhibition, % at 9 µM; HEK293 GAL4-SRC2 luciferase reporter; Nuclear receptor coactivator 2 (Homo sapiens), Q15596; AID 651957, 2012; 370,000 compounds, 0.17% hits;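 active = inhibition above the mean inhibition of all tested compounds plus 3 SD, set per campaign, cut at about 52% in these data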;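 also: 0% = DMSO treated cells and 100% = cells given Gossypol at 36 µM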
TLR9-MyD88 inh: inhibitors of TLR9-MyD88 association in cells, primary screen, cell-based, CHO, BLA complementation, fluorescence; 340,000 compounds, 0.21% hits; CCF4 FRET ratio; inhibition, % at 4.98 µM; Toll-like receptor 9 (Homo sapiens) + Myeloid differentiation primary response protein …;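 active = inhibition above the mean over all tested compounds plus 3 SD, cut at about 21% in these data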;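 also: 0% = DMSO only wells and 100% = clavulanate BLA inhibitor control wells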
Vif inh: HIV Vif self-association inhibitors, primary screen, imaging, HEK293T, single point. 340,000 compounds, 0.35% hits. inhibition, % at 7.49 µM. HEK293T cells, Vif self-association by quenched fluorescence, 24 h; in the data active = inhibition above about 50%, passing the limit was not always enough; also: some results filed as inactive read as strong as hits
NR2F2 inh: NR2F2 transcriptional activity inhibitors, primary screen, cell-based, luciferase reporter, HEK293T, luminescence. COUP transcription factor 2 (Homo sapiens), P24468. HEK293T NGFI-A luciferase reporter. inhibition, % at 8.6 µM. AID 686940, 2013. 370,000 compounds, 0.7% hits;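 active = inhibition above a per-plate cutoff, mean inhibition of test wells between control levels plus 3 SD, cut at about 38% in these data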;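 also: cells cotransfected with COUP-TFII expression vector driving the NGFI-A reporter; 0% = median of COUP-TF2 test wells and 100% = reporter-only cells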
LRH-1 inv ag: LRH-1 (NR5A2) inverse agonists, primary screen, cell-based, luminescence, HEK293T, StAR-luciferase reporter; inhibition, % at 3.6 µM; AID 602396, 2012; LRH-1 transfected, 24 h; 360,000 compounds, 0.13% hits; Nuclear receptor subfamily 5 group A member 2 (Homo sapiens), O00482;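 active = inhibition above the mean inhibition of all tested compounds plus 3 SD, cut at about 73% in these data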;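 also: 0% = DMSO wells and 100% = reporter-only cells lacking LRH-1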
NCOA3 inh: SRC3 coactivator transcriptional activity inhibitors, primary screen, cell-based, luminescence; 360,000 compounds, 0.17% hits; HEK293 GAL4-SRC3 luciferase reporter; inhibition, % at 3.6 µM; Nuclear receptor coactivator 3 (Homo sapiens), Q9Y6Q9;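 active = inhibition above a per-campaign cutoff, the mean of all compounds plus 3 SD, cut at about 60% in these data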;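 also: 0% = DMSO-treated cells and 100% = gossypol-treated cells at 36 µM; higher means less SRC3-driven luciferase light from the GAL4 reporter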
SRC1 inh: SRC1 coactivator transcriptional activity inhibitors, primary screen, cell-based, luminescence. Nuclear receptor coactivator 1 (Homo sapiens), Q15788. inhibition, % at 3.6 µM. HEK293 GAL4-SRC1 luciferase reporter. 360,000 compounds, 0.12% hits;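 active = inhibition above the campaign mean plus 3 SD, with each screening campaign given its own cutoff, cut at about 60% in these data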;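 also: 0% = DMSO treated cells and 100% = gossypol at 36 µM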
C8 TRAIL sens: viability loss with TRAIL in NB7+C8 cells, primary screen, TRAIL sensitizer project, cell-based, ATPlite luminescence. inhibition (viability loss, TRAIL sensitization), % at 10 µM. 360,000 compounds, 1% hits. AID 624354, 2012;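 active = compounds causing at least 50% loss of cell viability in the single-dose screen, relative to plate controls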
TROY signal inh: inhibitors of TROY-driven NF-kB signaling, primary screen, Q293 LMP1-TROYcd cells, NF-kB luciferase, uHTS; 360,000 compounds, 0.98% hits; inhibition, % at 10 µM; Q293 LMP1-TROYcd NF-kB luciferase reporter, 4 h;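 active = compounds whose plate-normalised and pattern-corrected inhibition of the luciferase reporter signal at the single screening dose is 50% or more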
The depositor's hits bear a star; nt = no result given.

Sequence of screens: EBV LMP1 NFkB | NOD2-RIPK2 inh | SRC2 inh | TLR9-MyD88 inh | Vif inh | NR2F2 inh | LRH-1 inv ag | NCOA3 inh | SRC1 inh | C8 TRAIL sens | TROY signal inh
c1ccc(COc2cccc(-c3cc4nc(NCCCn5ccnc5)ccn4n3)c2)cc1
  nt | 12.1 | 3.2 | nt | -1.2 | -18.6 | -8.9 | 8.4 | 5.2 | 25.9 | 37.7
CCC(=O)Nc1nnc(SCC(=O)c2ccc3c(c2)Cc2ccccc2-3)s1
  3.8 | 4.5 | 6.1 | -6.6 | -3.1 | -0.7 | 8.9 | -6.1 | -11.9 | 25.6 | -52.8
N#CCc1ccnc2ccccc12
  8.9 | -0.2 | 4.0 | -15.8 | -19.5 | 6.0 | -2.2 | 9.2 | 18.3 | -6.9 | 6.8
Cc1ccc(C)c(OCCC(=O)OCC(=O)Nc2ccc(C)c(S(=O)(=O)N3CCCCC3)c2)c1
  -4.2 | 2.9 | -9.4 | -2.6 | -9.4 | 6.5 | -18.9 | 5.8 | -10.7 | 2.3 | 17.3
c1ccc(-n2nnnc2NCCc2c[nH]c3ccccc23)cc1
  0.1 | -3.6 | -9.5 | -8.2 | -18.8 | 1.1 | 3.1 | 3.9 | -1.2 | -2.4 | 0.9
Cc1ccc(Oc2nc3ccccc3n3c(C)nnc23)cc1
  7.0 | -2.8 | -5.8 | -3.4 | -2.0 | 1.7 | 4.4 | 3.5 | -1.8 | -7.7 | -4.8
CCOC(=O)C1=C[C@@H](c2ccccc2)N(S(=O)(=O)c2ccc(C)cc2)[C@H]1c1ccc(OC)cc1
  nt | -16.4 | 7.4 | nt | nt | 4.3 | -2.6 | 7.0 | 8.8 | -6.7 | 5.6
O=C(COc1ccc(-c2nnco2)cc1)N1CCN(S(=O)(=O)c2ccccc2)CC1
  -5.8 | 1.8 | -19.9 | -2.9 | -7.0 | -2.0 | 11.2 | 25.8 | 5.6 | 0.6 | 12.2
c1csc(-c2noc(CN3CCOCC3)n2)c1
  -5.3 | 0.0 | -49.9 | -0.2 | -0.3 | -5.2 | -13.1 | -16.1 | -23.6 | 2.4 | -36.5
CCOC(=O)C1CCCN(c2c(N3CCN(C4CCCCC4)CC3)c(=O)c2=O)C1 (stereo not drawn)
  7.5 | -11.9 | -9.2 | 6.0 | 21.4 | -11.8 | 11.9 | 10.7 | 5.4 | 9.4 | -18.4

(continued)
Sequence of screens: EBV LMP1 NFkB | NOD2-RIPK2 inh | SRC2 inh | TLR9-MyD88 inh | Vif inh | NR2F2 inh | LRH-1 inv ag | NCOA3 inh | SRC1 inh | C8 TRAIL sens | TROY signal inh
Cc1ccc(-n2c(=O)[nH]c3cc(C(=O)NC4CCN(Cc5ccccc5)CC4)ccc3c2=O)cc1
  -7.2 | -6.5 | 12.0 | -3.1 | 1.9 | 3.2 | 20.0 | 3.9 | -0.9 | -11.9 | 3.8
C/C(=N\NC(=S)NCc1ccccc1)c1ccc(C)o1
  5.1 | -4.5 | -9.6 | -1.8 | -1.9 | -26.2 | -8.1 | -4.3 | -20.6 | -3.5 | 0.8
Cc1cc(C2(O)C(=O)Nc3ccccc32)ccc1F (stereo not drawn)
  -3.0 | -3.0 | 19.6 | -26.7 | nt | 10.5 | -10.8 | 0.6 | -23.1 | -3.2 | 17.8
O=C(CN(CCc1ccccc1)C(=O)CNS(=O)(=O)c1ccccc1)NCC1CCCO1 (stereo not drawn)
  -4.3 | -90.8 | -15.6 | 2.3 | nt | 10.7 | 2.1 | 13.2 | -22.7 | 0.9 | 1.9
O=C(CN1CCCCCC1)Nc1ccc(Cl)cn1
  11.1 | -2.2 | -24.3 | 3.6 | -5.3 | 10.6 | -1.1 | -15.8 | 3.9 | 8.5 | 7.2
COc1ccc(Br)cc1-c1nc2c(c(=O)[nH]c(=O)n2Cc2ccccc2)n1C
  -0.1 | -9.8 | 16.6 | 4.1 | 20.9 | 1.4 | -13.3 | 3.4 | -15.6 | 4.1 | 14.7
CC1=NN(c2ccc(Cl)cc2)C(=O)C1C(c1ccccc1O)c1c(C)[nH]n(-c2ccc(Cl)cc2)c1=O (stereo not drawn)
  5.9 | 1.8 | nt | -3.2 | nt | nt | 6.3 | 18.3 | 0.7 | 4.1 | 8.9
Cc1csc(NC(=O)CSc2nnc(CCNC(=O)c3ccc(Cl)c(Cl)c3)n2C)n1
  -5.9 | -6.8 | 0.1 | -2.9 | -0.1 | 0.0 | -16.9 | -9.9 | -12.3 | 6.8 | -2.8
CSc1ccccc1C(=O)C1CCCN(C(=O)c2cncs2)C1 (stereo not drawn)
  -1.4 | 1.4 | -30.3 | -3.0 | -7.1 | 19.5 | 4.9 | -4.0 | -1.1 | 2.3 | -6.9
O=C1CC(C(=O)N2CCN(Cc3ccccc3)CC2)CN1Cc1ccccc1 (stereo not drawn)
  10.7 | 3.4 | 1.3 | -5.8 | nt | -2.4 | 10.6 | -2.8 | 11.0 | -13.1 | -16.9

The listing continues:
Sequence of screens: EBV LMP1 NFkB | NOD2-RIPK2 inh | SRC2 inh | TLR9-MyD88 inh | Vif inh | NR2F2 inh | LRH-1 inv ag | NCOA3 inh | SRC1 inh | C8 TRAIL sens | TROY signal inh
O=C(Oc1ccc(/C=N/NC(=O)c2ccccn2)cc1)c1cccc(F)c1
  -10.3 | -8.2 | -33.0 | -1.1 | 5.4 | -22.7 | -31.7 | -29.5 | -60.2 | 19.8 | -16.9
CCOc1ccccc1CN1CCN(Cc2ccon2)CC1CCO (stereo not drawn)
  -7.9 | 5.4 | -14.1 | -1.3 | -5.7 | 23.2 | 4.9 | -0.1 | -36.9 | 20.2 | -1.3
Cc1nn(C(C)C(=O)NNC(=S)Nc2ccc(F)cc2)c(C)c1[N+](=O)[O-] (stereo not drawn)
  -12.5 | -0.9 | 0.3 | 0.2 | -0.2 | -16.7 | -2.9 | -3.7 | -12.9 | -12.1 | 6.6
CCN(CC)CCCNC(=O)c1ccc(C)c(NC(=O)C2=C(C)OCCS2)c1
  1.9 | -9.4 | -19.2 | -0.9 | 1.2 | 14.9 | -5.2 | 5.8 | -54.6 | 1.7 | 7.7
CN1C(=O)c2cccc3c(S(=O)(=O)Nc4ccccc4F)ccc1c23
  -8.5 | 7.5 | -53.1 | -13.9 | 15.2 | -53.0 | 7.7 | -17.7 | -1.0 | 0.5 | -21.1
CC(=O)c1cccc(NC(=O)CCOc2ccccc2)c1
  -19.8 | 6.1 | -6.3 | -2.7 | -2.3 | -21.9 | -58.0 | -44.1 | -42.2 | -15.4 | -10.3
Cc1ccc(S(=O)(=O)N2C[C@H]3[C@H]4C(=O)N(c5ccccc5)C(=O)[C@H]4C[C@H](OC(=O)Nc4cccs4)[C@@]3(O)C2)cc1
  -3.9 | -6.8 | 4.8 | -4.1 | 1.1 | -2.9 | 4.8 | -9.8 | -24.3 | 3.5 | -9.5
COc1ccc(C(=O)OCC(=O)c2ccc(CNC(C)=O)s2)cc1
  -0.5 | -4.4 | -20.7 | -9.8 | -4.2 | -22.4 | -22.8 | -4.1 | -23.7 | 8.8 | -33.9
CC(C)(C)c1cc[n+](/C(C(=S)Nc2ccccc2F)=C(/[O-])c2ccc3c(c2)OCCO3)cc1
  1.3 | -7.2 | -10.9 | -1.6 | 4.1 | -18.0 | -26.4 | -28.2 | -17.9 | -2.9 | -16.2
COc1ccc(-c2cc(C(F)F)n3ncc(C(=O)N4CCc5ccccc5C4)c3n2)cc1
  -40.5 | 2.0 | -16.6 | 9.0 | 29.4 | 3.8 | 52.3 | 12.7 | -6.5 | -0.2 | 22.3

An excerpt from above, showing only TROY signal inh.
| canonical_smiles | TROY signal inh |
| --- | --- |
| Cc1ccc(S(=O)(=O)N2C[C@H]3[C@H]4C(=O)N(c5ccccc5)C(=O)[C@H]4C[C@H](OC(=O)Nc4cccs4)[C@@]3(O)C2)cc1 | -9.5 |
| COc1ccc(C(=O)OCC(=O)c2ccc(CNC(C)=O)s2)cc1 | -33.9 |

Next section:
Sequence of screens: EBV LMP1 NFkB | NOD2-RIPK2 inh | SRC2 inh | TLR9-MyD88 inh | Vif inh | NR2F2 inh | LRH-1 inv ag | NCOA3 inh | SRC1 inh | C8 TRAIL sens | TROY signal inh
CC1CCC(NC(=O)CN2C(=O)c3ccccc3S2(=O)=O)CC1 (stereo not drawn)
  -1.8 | -8.3 | -18.8 | 0.3 | 58.7* | -0.6 | 3.4 | 1.6 | -7.5 | -1.5 | -40.4
Cc1cccc(OCC(=O)O/N=C(\N)Cc2ccc(Cl)cc2)c1
  -0.2 | -4.7 | -4.0 | -4.2 | 0.0 | -7.2 | 22.0 | 5.4 | -13.8 | 12.4 | -19.3
O=S(=O)(NCCO)c1ccc2c(c1)Cc1cc(S(=O)(=O)NCCO)ccc1-2
  -0.5 | 2.6 | 1.7 | 4.0 | -2.2 | 12.7 | 13.2 | 5.4 | -2.8 | -3.3 | -0.8
O=C(c1ccc(-c2ccccc2)cc1)C1CCCN(C(=O)Cn2cncn2)C1 (stereo not drawn)
  -9.2 | -2.0 | -21.2 | 3.8 | 6.7 | 5.0 | -10.2 | 11.9 | -19.2 | -4.8 | 9.9
O=C(CCNc1ccc(F)cc1)c1ccco1
  -30.6 | -6.3 | -11.9 | 2.3 | -24.9 | -13.2 | -47.6 | -16.2 | -37.4 | 18.8 | -18.3
COc1cc(C(=O)NNC2=NC(C)(C)Cc3cc(C)c(C)cc32)cc(OC)c1OC
  2.2 | 3.2 | 3.2 | 7.4 | 8.1 | -1.9 | 1.8 | 7.4 | 11.7 | -6.6 | 7.0
COc1ccc(/C=C/C(=O)c2ccccc2O)cc1CN1CCOCC1
  3.2 | -2.1 | nt | -0.1 | -0.8 | nt | 0.0 | 6.8 | -18.6 | 8.4 | 34.8
NC(=O)CCN1CCN(Cc2nc(C(c3ccccc3)c3ccccc3)no2)CC1
  10.8 | -0.9 | -21.6 | -1.8 | -2.2 | 13.1 | -9.7 | 12.6 | 2.8 | -9.7 | -11.1
CCOC(=O)C(Cc1ccccc1)C(=O)Nc1ccc(N(CC)CC)cc1 (stereo not drawn)
  -22.3 | 1.4 | -2.9 | 9.1 | 1.0 | -7.2 | -0.1 | 20.1 | -14.2 | 11.2 | -26.1
Cc1ccc(NNC(=O)c2ccno2)cc1Cl
  -34.2 | 0.0 | -15.9 | -4.0 | -24.5 | 7.1 | -13.6 | 28.0 | 11.1 | -3.9 | 23.0
COc1ccccc1/C=C1/C(=O)N(c2cc(C)cc(C)c2)C(c2cccc([N+](=O)[O-])c2)S1(=O)=O (stereo not drawn)
  3.4 | -0.8 | 17.0 | -14.9 | -14.6 | 11.8 | -25.5 | 11.8 | -7.5 | -0.8 | 9.9

From PubChem BioAssay

Not all compounds are listed; count on the stated rates, not on these rows.
